Screening results from PubChem.
T cell HTS – T cell immune modulation candidate; 2C CD8+ T cell-vesicle binding, flow cytometry; active compounds read low; calls only at 7 µM; hit rate 0.068% among 330,000; AID 2052;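 active = response, share of CD8 T cells binding vesicles, and their 90th percentile fluorescence all below set limits, cut at about 80% in these data, passing the limit was not always enough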
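Material: murine 2C transgenic CD8+ T lymphocytes / Also added: QL9-peptide-loaded Drosophila micro-vesicles bearing Ld, ICAM-1 and B7-1 / Schedule: binding step 1.5 h, 37 °C, antibody labelling 20 min, ice / Signal: flow cytometry, PE anti-B7-1 (FL2) versus Alexa647 anti-CD8 (FL8), PFA-fixed / Evaluation: percent CD8+ FL2 mean versus row control / Benchmarks: naked versus QL9-loaded vesicles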
PhoP inhibition – inhibitors of PhoP regulon expression, primary screen, Salmonella Typhimurium, GFP reporter (AID 1863); S. Typhimurium PhoP-regulated promoter GFP reporter, 4 h; higher % means a stronger effect; one-dose inhibition, % at 50 µM; IC50 in µM for titrated hits; hit rate 0.16% among 300,000;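 active = inhibition over 29.93%, a cutoff 3 SD above the screen mean, later confirmed by dose response; inconclusive = inhibition over 29.93% but no dose response follow-up; inactive = inhibition at most 29.93% or unconfirmed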;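 note: 0% = low Mg2+ inducing control and 100% = high Mg2+ repressing control; strong numbers were not always called active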
RSV CPE inhibition – inhibition of RSV-induced cytopathic effect – HEp-2 cells, primary 10 µM value included (AID 2391) | HEp-2 cells, RSV-induced CPE inhibition; higher % means a stronger effect | one-dose CPE inhibition, % at 10 µM; IC50 in µM for titrated hits | hit rate 0.13% among 310,000; in the data active = a potency from the dose series; inconclusive = CPE inhibition mostly from about 23% at the one dose, without a potency; inactive = the rest, 99 in 100 with CPE inhibition below about 21%; note: strong numbers were not always called active
NS5 inhibitors – Dengue-2 NS5 methyltransferase inhibitors, primary screen, biochemical, confirmation dose response (AID 588689); Dengue-2 NS5 methyltransferase capping enzyme assay, biochemical; higher % means a stronger effect; inhibition, % at 25 µM, or IC50 in µM where a hit was titrated; hit rate 0.3% among 340,000; in the data active = a potency from the dose series; inconclusive = inhibition above about 29% without an active follow-up result
NTR1 ag – agonists of NTR1, primary screen, imaging, U2OS cells, beta-arrestin-GFP, high content (AID 493036); P30989; NTR1-U2OS beta-arrestin-GFP spot imaging, agonist mode; activation, % at 20 µM; hit rate 0.17% among 330,000;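 active = activation at or above 40% of the spot to cytoplasm intensity ratio, with at least 20 cells analyzed; inconclusive = wells under 20 cells, flagged as cytotoxic or low count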;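 note: 0% = DMSO without peptide and 100% = 100 nM NTR1 peptide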
Target sequence (P30989 whole entry, looked up): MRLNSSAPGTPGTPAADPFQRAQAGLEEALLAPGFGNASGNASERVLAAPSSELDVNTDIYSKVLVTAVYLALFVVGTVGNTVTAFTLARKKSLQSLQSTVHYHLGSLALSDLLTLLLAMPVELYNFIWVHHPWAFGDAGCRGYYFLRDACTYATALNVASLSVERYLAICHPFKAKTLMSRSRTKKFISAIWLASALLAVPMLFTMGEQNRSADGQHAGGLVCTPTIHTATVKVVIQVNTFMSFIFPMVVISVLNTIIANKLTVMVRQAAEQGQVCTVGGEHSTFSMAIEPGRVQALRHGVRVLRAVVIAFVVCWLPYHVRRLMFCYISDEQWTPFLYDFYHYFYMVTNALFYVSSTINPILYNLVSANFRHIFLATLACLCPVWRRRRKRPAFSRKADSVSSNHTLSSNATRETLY
SV40 large T antigen – SV40 large T antigen inhibitors, biochemical (AID 1903). SV40 large T antigen ATPase/helicase inhibition assay; higher % means a stronger effect. inhibition, % at 20 µM; hits with a dose series show IC50 in µM. hit rate 0.39% among 310,000; in the data active = a potency from the dose series; inconclusive = inhibition mostly from about 32% at the one dose, without a potency; inactive = the rest, 99 in 100 with inhibition below about 32%; note: strong numbers were not always called active
MgcRacGAP inhibition – MgcRacGAP GTPase-activating activity inhibitors, confirmation, biochemical, ADP Hunter fluorescence. MgcRacGAP-stimulated Rac1 GTP hydrolysis, ADP Hunter fluorescence; higher % means a stronger effect; GST-tagged Rac1 F28L mutant substrate. inhibition, % at 30 µM, or IC50 in µM where a hit was titrated. hit rate 0.6% among 340,000. AID 624330;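 active = first-screen hits whose inhibition reached a set limit at any dose in the follow-up dose series; inconclusive = inhibition above the set first-screen limit but never retested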;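 note: fluorescence reports GDP produced by GAP-driven GTP hydrolysis; strong numbers were not always called active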
West Nile antiviral – West Nile virus antiviral activity, cell-based, CPE readout (AID 1621) | West Nile virus-infected cells, CPE inhibition; higher % means a stronger effect | CPE inhibition, % at 10 µM, or IC50 in µM where a hit was titrated | hit rate 0.02% among 290,000; in the data active = a potency from the dose series; inconclusive = CPE inhibition mostly from about 3.7% at the one dose, without a potency; inactive = the rest, 99 in 100 with CPE inhibition below about 2.2%; note: strong numbers were not always called active
K1F lysis inhibition – protection from phage-mediated lysis, alamar blue read-out – E. coli UTI89, K1F phage, bacterial capsule biogenesis inhibitors (AID 488966) | E. coli UTI89 K1F phage lysis, alamar blue, 2 h; higher % means a stronger effect | hit rate 0.02% among 340,000 | inhibition, % at 100 µM, or IC50 in µM where a hit was titrated;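 active = phage lysis inhibition, versus mean bacterial control, above a set limit; inconclusive = no clear call, values can overlap the other calls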;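 note: capsule biogenesis inhibitors block K1F phage lysis so surviving cells raise fluorescence; higher fluorescence means more inhibition of phage lysis; actives were called in the ten point dose series up to 300 µM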
T cell HTS vesicle-bound % – further read-out of T cell HTS, marked with its call; double positive events, %; measured here: CD8+ vesicle-bound cell fraction;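 binding gate set so that unloaded-vesicle control wells show 10% double positive cells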
NTR1 ag cell count 20 µM – second read-out of NTR1 ag, no call of its own (marks repeat the call); cell count; measured here: cell count, cytotoxicity flag
NS5 inhibitors pilot replicate – recorded beside NS5 inhibitors, whose call it bears; inhibition, %; measured here: pilot screen replicate inhibition
Starred values were filed as active, the others as inactive; i = inactive; ? = inconclusive; / = no result given; [ ] = remark or other dose.

SMILES | T cell HTS | T cell HTS vesicle-bound % | PhoP inhibition | RSV CPE inhibition | NS5 inhibitors | NTR1 ag | NTR1 ag cell count 20 µM | SV40 large T antigen | MgcRacGAP inhibition | West Nile antiviral | K1F lysis inhibition | others
CCOC(=O)c1c(-c2ccccc2)csc1NC(=O)c1nn(CC)cc1Br | i | 28 | 4% | 18% | -4% | 18 | 46 | 5% | -3% | 0.8% | -0.1%
COc1ccc(CC(=O)Nc2ccc(-c3noc(-c4ccccc4OC)n3)cc2)cc1 | i | 35 | -6% | 3.8% | -3% | 9.3 | 78 | 3% | 6% | ? | 9.9%
CCOC(=O)C1NN=C(C(=O)c2ccccc2)C1c1ccc(OC)cc1 (centres undefined) | i | 56 | -5% | 2.6% | / | 0.6 | 44 | 7% | / | -0.6% | /
O=C(O)C1CCCCC1C(=O)NCCCN1CCOCC1 (centres undefined) | i | 21 | -2% | -0.8% | -1% | -0.6 | 35 | 6% | 14% | 0.2% | 0.9%
COC(=O)CNc1nc(-c2ccccc2F)nc2ccccc12 | i | 23 | -6% | -0.7% | -3% | -1.2 | 34 | 9% | 17% | -0.2% | 0.0%
CCOCCCNC(=O)C(c1ccc(OC)cc1)N(Cc1cccs1)C(=O)c1ccccn1 (centres undefined) | i | 1 | 2% | 1.4% | -6% | -0.7 | 58 | 9% | 6% | 0.6% | 0.1%
CCCCCCCCc1nc(=S)[nH][nH]1 | i | 25 | 21% | 6.6% | -20% | -2.4 | 61 | 12% | 3% | 0.0% | 0.1%
COCc1cc(CN2CCN(CCc3ccccc3)C(CCO)C2)ccc1OC (centres undefined) | i | 50 | 0% | -0.8% | -5% | 1.3 | 66 | 83% | 5% | -1.2% | 0.2%
CSc1nc(O)c(/C=C2\C=Nc3ccccc32)[nH]1 | i | 10 | 28% | 6.7% | -18% | -0.5 | 36 | -4% | 36µM* | 0.0% | -2.1%
CN(C)CCSc1nnc(-c2ccccc2)o1 | i | 4 | 15% | -0.4% | -2% | -0.6 | 80 | 5% | 6% | -0.3% | 0.3%
CN1CCN(c2ccc(S(=O)(=O)N3CCCCC3)cc2NC(=O)Cc2ccc(Cl)cc2)CC1 | i | 46 | 1% | -0.1% | -4% | 3.0 | 54 | 7% | 6% | 0.3% | 4.1%
Cc1cccnc1Nc1nc(-c2ccc(O)cc2O)cs1 | i | 8 | 2% | 25% | / | 7.3 | 47 | 18% | 21% | 0.3% | -0.7%
Cc1ccc(C(=O)c2sc3nsc(C)c3c2N)cc1 | i | 51 | -12% | 2.1% | -10% | 4.5 | 66 | 8% | 4% | 0.4% | -0.1%
COc1ccc(-c2nc(C#N)c(N3CCN(C(=O)c4ccco4)CC3)o2)cc1OC | i | 53 | -1% | 0.0% | -2% | 0.6 | 58 | 5% | 5% | -0.3% | -0.1%
COc1cccc(NC(=S)NC(=O)Cc2ccccc2)c1 | i | 6 | / | 3.7% | -5% | 0.1 | 65 | 12% | -8% | / | -1.5%
O=C(CSc1ccccn1)Nc1ccc2c(c1)OCCO2 | i | 9 | 0% | 0.9% | 0% | -0.2 | 44 | 6% | 9% | 0.1% | -0.6%
O=S(=O)(CCSc1ccc(C(F)(F)F)cn1)c1ccccc1 | i | 25 | 10% | / | -9% | 0.4 | 50 | 7% | 6% | -0.6% | 2.6%
CN(C)S(=O)(=O)c1cccc(C(=O)Nc2ccc(S(=O)(=O)N3CCCC3)cc2)c1 | i | 20 | -6% | 4.0% | -4% | -1.3 | 41 | 7% | 2% | -1.3% | 0.0%
Cc1ccc(S(=O)(=O)O/N=C2/CCCc3occc32)cc1 | i | 25 | 4% | 0.8% | 1% | 0.2 | 55 | 4% | 5% | -0.1% | 13%
COC(=O)c1sc2nc(SCC(=O)N(C)c3ccccc3)n(N)c(=O)c2c1C | i | 47 | 4% | -0.1% | 5% | -0.3 | 90 | 6% | -1% | 0.0% | 0.4%
Cc1cc(NC(=O)CSCC(=O)Nc2cccc(S(=O)(=O)N3CCCCCC3)c2)no1 | i | 23 | -10% | 4.2% | 1% | -0.8 | 55 | 17% | -1% | / | 1.3%[50 µM]
CN(C)c1ccc(-c2c(-c3ccc4c(c3)OCO4)noc2-c2ccsc2)cn1 | i | 10 | 2% | 4.1% | 0% | 4.0 | 64 | 5% | 5% | 0.3% | -0.1%
Cc1ccccc1OCC(=O)N/N=C/c1sc(=O)n(Cc2cccc(C(=O)O)c2)c1Cl | i | 32 | -2% | 0.4% | -33% | -0.1 | 47 | 25% | 7% | 0.4% | -0.8%[50 µM]
O=C(CSc1nnc(-c2ccncc2)n1Cc1ccco1)Nc1nccs1 | i | 67 | -9% | 0.2% | -9% | 2.3 | 52 | 1% | 2% | -0.2% | 4.4%
CSc1ccccc1NC(=O)c1cnccn1 | i | 53 | 7% | 5.1% | -9% | -0.6 | 78 | 14% | 8% | 0.8% | 1.4%
CC(C#N)Sc1ccc(S(=O)(=O)N(C)C2CCCCC2)cn1 (centres undefined) | i | 46 | / | 2.5% | -6% | -1.3 | 69 | / | 9% | / | 0.5%[50 µM]
Cc1csc(NC(=O)C2COc3ccccc3O2)n1 (centres undefined) | i | 39 | -2% | 0.0% | -5% | -0.3 | 48 | 4% | 4% | 0.2% | 0.1%
COCCN1C(=O)N[C@@H](CCc2ccccc2)C(C(C)=O)=C1C | i | 32 | 5% | 0.5% | / | 1.7 | 84 | 3% | / | -0.5% | /
Cc1ccc2nc(NS(C)(=O)=O)sc2c1 | i | 45 | -3% | 38% | -3% | 1.3 | 71 | 1% | 2% | 0.8% | -0.5%
CCN(CC)S(=O)(=O)c1cc(C(=O)O)ccc1OC | i | 33 | 1% | 1.2% | -8% | 1.2 | 67 | 12% | 5% | 0.4% | 1.0%

Four structures already listed, sorted by molar mass, lowest first.
SMILES | T cell HTS | T cell HTS vesicle-bound % | PhoP inhibition | RSV CPE inhibition | NS5 inhibitors | NTR1 ag | NTR1 ag cell count 20 µM | SV40 large T antigen | MgcRacGAP inhibition | West Nile antiviral | K1F lysis inhibition | others
Cc1ccc2nc(NS(C)(=O)=O)sc2c1 | i | 45 | -3% | 38% | -3% | 1.3 | 71 | 1% | 2% | 0.8% | -0.5%
CSc1ccccc1NC(=O)c1cnccn1 | i | 53 | 7% | 5.1% | -9% | -0.6 | 78 | 14% | 8% | 0.8% | 1.4%
O=C(CSc1ccccn1)Nc1ccc2c(c1)OCCO2 | i | 9 | 0% | 0.9% | 0% | -0.2 | 44 | 6% | 9% | 0.1% | -0.6%
COCCN1C(=O)N[C@@H](CCc2ccccc2)C(C(C)=O)=C1C | i | 32 | 5% | 0.5% | / | 1.7 | 84 | 3% | / | -0.5% | /

(more compounds)
SMILES | T cell HTS | T cell HTS vesicle-bound % | PhoP inhibition | RSV CPE inhibition | NS5 inhibitors | NTR1 ag | NTR1 ag cell count 20 µM | SV40 large T antigen | MgcRacGAP inhibition | West Nile antiviral | K1F lysis inhibition | others
CC(C)(C)c1ccc(-c2noc(CCC(=O)NCc3ccco3)n2)cc1 | i | 36 | -9% | 6.2% | 1% | 0.5 | 51 | 2% | 3% | -0.9% | -0.1%
O=[N+]([O-])c1cc2cccnc2c2ncccc12 | i | 30 | -10% | / | / | 5.2 | 33 | 12% | / | -1.6% | /
COCC(=O)N(C)C[C@H]1N[C@@](C)(C(=O)OC)[C@H]2C(=O)N(Cc3ccccc3)C(=O)[C@@H]12 | i | 14 | / | / | -10% | -2.6 | 56 | / | 6% | / | 1.8% | NS5 inhibitors pilot replicate=-7.9
CC(=O)Nc1ccc(SCC(=O)Nc2ccccc2-c2ccccc2)cc1 | i | 43 | 2% | 16% | 5% | 0.4 | 71 | 2% | -5% | -1.2% | -0.6%
O=C(NN1C(=O)C2C3C=CC(C4CC34)C2C1=O)c1ccc(Cl)cc1Cl (centres undefined) | i | 30 | -2% | 12% | -6% | 0.1 | 79 | -3% | 1% | -0.2% | 0.1%
N#Cc1cc2c(nc1SCc1ccc(Cl)cc1)CCCC2 | i | 13 | 3% | -0.2% | -8% | 2.5 | 43 | -4% | 4% | ? | 0.5%
c1ccc(-c2nnc(C(c3ccccc3)c3ccccc3)o2)cc1 | i | 49 | -11% | 0.8% | -1% | 7.5 | 43 | 13% | 6% | -1.1% | 3.4%
O=C(O)CN1C(=O)/C(=C\c2cc(Br)ccc2OCc2ccc([N+](=O)[O-])cc2)SC1=S | i | 49 | 12% | ? | 30µM* | 8.5 | 78 | 18% | 13% | 1.5% | -0.5%
CCOc1ccccc1-c1cc(C(=O)N/N=C(\C)c2cccnc2)c2ccccc2n1 | i | 2 | 8% | 1.0% | 0% | -0.6 | 73 | -9% | -3% | 0.2% | 1.6%[50 µM]
Clc1cccc(Cl)c1OCCCCN1CCCCC1 | i | 61 | 3% | -1.2% | 0% | 0.2 | 66 | 11% | 14% | -2.0% | -2.2%
O=C(CSc1ccccc1)NCCCN1CCOCC1 | i | 48 | -1% | -0.3% | -3% | -1.2 | 35 | 21% | 13% | 0.2% | 0.7%
Oc1[nH]c2ccccc2c1C1=NCCCCC1 | i | 34 | -2% | -1.1% | 0% | 2.8 | 20 | 6% | 14% | 0.1% | -0.3%
Cc1ccc(C(C)C)c(OCC(=O)N2CCN(c3ncccn3)CC2)c1 | i | 43 | / | 5.1% | 4% | -1.8 | 51 | / | 2% | / | 0.8%[50 µM]
COCCn1c(=O)[nH]c2cc(C(=O)NCc3cccnc3)ccc2c1=O | i | 8 | 10% | 0.1% | 0% | 0.8 | 96 | 4% | -2% | 0.1% | 0.0%
CN1CCN(Cc2nc3c(c(=O)[nH]c(=O)n3C)n2CCc2ccccc2)CC1 | i | 46 | 17% | 0.4% | -1% | -1.3 | 84 | -1% | -3% | 0.1% | 0.0%
CCCCNC(=O)CSc1nc2cc3c(cc2c(=O)n1Cc1ccco1)OCO3 | i | 50 | 4% | 17% | -7% | 1.5 | 65 | 4% | 4% | -0.5% | 0.2%
Cn1ccsc1=NC(=O)c1ccc(S(C)(=O)=O)c([N+](=O)[O-])c1 | i | 64 | -3% | ? | -1% | 3.3 | 48 | 24% | 9% | -1.5% | -0.2%
